BCLXL inh = blocks human Bcl-xL binding to Bim BH3 peptide; GST-Bcl-xL / FITC-Bim BH3 peptide fluorescence polarization; inhibition, % at 10.9 µM; 320,000 tested, 0.7% active; Q07817;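 active = inhibition above the mean of all tested compounds plus 3 SD, cutoff set per campaign, cut at about 30% in these data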;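 also: 0% = DMSO wells and 100% = unlabeled Bim-BH3 peptide competitor; inhibitors lower millipolarization by displacing the labeled peptide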
GSTO1 counter = counter-screen for RBBP9 inhibitors: inhibitors of human GSTO1; P78417; recombinant GSTO1, activity-based probe fluorescence polarization; inhibition, % at 5.96 µM; 300,000 tested, 1.1% active; AID 1974;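 active = inhibition above the campaign mean inhibition plus 3 SD, cut at about 35% in these data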;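 also: 0% = GSTO1-1 with DMSO and 100% = wells lacking GSTO1-1 enzyme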
GLD-1 TGE inh = GLD-1-TGE RNA interaction inhibition (C. elegans). Q17339. purified GLD-1 + fluorescein TGE RNA, fluorescence polarization. inhibition, % at 5.96 µM. 320,000 tested, 0.44% active;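 active = percent inhibition above a per-plate cutoff, the plate mean of test compounds plus 3 SD, cut at about 30% in these data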;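 also: 0% = DMSO wells with GLD-1 and probe and 100% = wells lacking GLD-1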
TPT1 inhibitor = inhibitors of Candida albicans tRNA 2'-phosphotransferase TPT1. inhibition, % at 5 µM. 300,000 tested, 0.81% active. recombinant caTPT1, FP RNA substrate dephosphorylation;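 active = inhibition above the mean of all tested compounds plus 3 SD, set per screening campaign, cut at about 24% in these data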;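 also: plate controls were DMSO alone for no effect and ferristatin control at 100 nM for full effect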
MCL1-BIM inh = disrupts human MCL1 binding to BIM-BH3 peptide | AID 2057 | inhibition, % at 10.9 µM | GST-MCL1 / FITC-Bim-BH3 fluorescence polarization | 320,000 tested, 0.68% active | Q07820;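 active = inhibition above the mean inhibition of all tested compounds plus 3 SD, set per campaign, cut at about 40% in these data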;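 also: 0% = DMSO wells and 100% = unlabeled Bim-BH3 peptide control; higher means more loss of mP so more displacement of Bim peptide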
Target sequence (Q07820 whole entry, looked up): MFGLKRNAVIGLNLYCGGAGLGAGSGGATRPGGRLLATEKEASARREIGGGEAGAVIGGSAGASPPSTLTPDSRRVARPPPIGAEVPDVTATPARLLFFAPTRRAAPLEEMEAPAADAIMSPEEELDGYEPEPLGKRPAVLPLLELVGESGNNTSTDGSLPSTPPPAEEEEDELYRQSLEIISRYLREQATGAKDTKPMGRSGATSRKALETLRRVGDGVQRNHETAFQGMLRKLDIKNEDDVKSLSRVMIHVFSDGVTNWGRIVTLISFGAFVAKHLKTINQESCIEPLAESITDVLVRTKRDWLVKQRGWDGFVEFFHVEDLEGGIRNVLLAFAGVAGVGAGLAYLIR
PAD4 FP inh = blocks human protein arginine deiminase 4. Q9UM07. recombinant PAD4, RCA probe fluorescence polarization. inhibition, % at 6.36 µM. 330,000 tested, 0.41% active. AID 485272;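 active = percent inhibition above a cutoff equal to the mean of all tested compounds plus 3 SD, cut at about 15% in these data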;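 also: 0% = PAD4 with RCA probe and DMSO and 100% = probe without PAD4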
Target sequence (Q9UM07 whole entry, looked up): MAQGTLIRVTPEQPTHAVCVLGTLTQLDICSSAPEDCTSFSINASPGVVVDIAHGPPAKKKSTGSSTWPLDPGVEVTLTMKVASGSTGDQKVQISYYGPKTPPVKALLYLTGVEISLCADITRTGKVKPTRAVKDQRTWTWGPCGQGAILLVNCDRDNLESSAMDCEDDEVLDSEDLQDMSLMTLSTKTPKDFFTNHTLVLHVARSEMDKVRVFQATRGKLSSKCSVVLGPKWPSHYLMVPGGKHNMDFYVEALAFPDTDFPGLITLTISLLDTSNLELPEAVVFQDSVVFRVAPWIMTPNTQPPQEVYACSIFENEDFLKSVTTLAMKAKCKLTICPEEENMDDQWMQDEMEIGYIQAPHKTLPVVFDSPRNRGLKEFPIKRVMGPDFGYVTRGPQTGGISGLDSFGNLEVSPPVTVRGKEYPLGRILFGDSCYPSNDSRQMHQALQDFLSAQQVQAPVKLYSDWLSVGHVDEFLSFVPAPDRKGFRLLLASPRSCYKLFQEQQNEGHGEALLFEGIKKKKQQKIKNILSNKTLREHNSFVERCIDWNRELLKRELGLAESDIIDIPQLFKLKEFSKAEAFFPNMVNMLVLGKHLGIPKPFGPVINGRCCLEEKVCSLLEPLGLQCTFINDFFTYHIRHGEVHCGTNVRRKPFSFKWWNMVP
MEX-5 binding = C. elegans MEX-5 TCR-2 RNA binding activity; Q9XUB2; 300,000 tested, 0.38% active; activity score (negative = inhibition of binding), % at 10 µM; MEX-5/FITC-TCR2 RNA binding, fluorescence polarization; stronger effect = lower value; AID 1832;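 active = inhibition past about -25% in most replicates, and total fluorescence under double the plate's negative control median, limit read from the data; inconclusive = replicates evenly split on the limit, or fluorescence at least double controls; inactive = too little inhibition in most replicates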;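 also: 0% = DMSO and -100% = 5 µM competing unlabeled TCR2 RNA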
Fam108B inh = blocks mouse Fam108B hydrolase in RBBP9 counter-screen; inhibition, % at 9.51 µM; recombinant Fam108B, FP-Rh probe fluorescence polarization; 300,000 tested, 0.33% active; AID 1947;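 active = inhibition above the screen mean inhibition plus 3 SD, computed separately per campaign, cut at about 18% in these data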;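 also: inhibitors lower polarization as less probe binds the enzyme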
PME-1 primary = blocks human protein phosphatase methylesterase 1; Q9Y570; recombinant PME-1, FP-Rh probe fluorescence polarization; inhibition, % at 5.9 µM; 320,000 tested, 0.53% active;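 active = inhibition above the campaign mean of all compounds plus 3 SD, cut at about 26% in these data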;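 also: competitive labeling of PME-1 active site by serine hydrolase directed probe; 0% = PME-1 with DMSO and 100% = wells lacking PME-1 enzyme; inhibitors block probe labeling so polarization falls and inhibition rises; many of its hits are not listed in these tables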
Starred values were filed as active, the others as inactive; ? = inconclusive; . = not tested or not shown; & = joins results of further samples.

SMILES	BCLXL inh	GSTO1 counter	GLD-1 TGE inh	TPT1 inhibitor	MCL1-BIM inh	PAD4 FP inh	MEX-5 binding	Fam108B inh	PME-1 primary
CCCc1cc(=O)oc2c(CN3CCOCC3)c(O)ccc12	6	-2	7	-1	-3	-4	-2.2	1	6
CCOC(=O)c1[nH]c(C)c(C(=O)Nc2cc(OC)ccc2OC)c1C	-9	-3	9	3	2	-2	0.0	-2	14
Cc1ccc(C(=O)NNC(=O)CSc2n[nH]c(-c3cccnc3)n2)cc1	-1	3	4	-3	0	-2	-5.8	-2	-3
c1ccc(-c2nc(NCc3cccnc3)c3ccccc3n2)cc1	2	-6	4	1	0	-4	-0.9	-1	1
CC1=C/C(=N\NC(=O)c2ccccc2)CC1	2	3	-5	2	5	1	-0.6	0	4
COc1ccc2no[n+]([O-])c2c1	7	17	4	2	11	10	2.4	0	1
C/C(=N\NC(=O)c1cc(C)oc1C)c1ccc2ccccc2c1	0	5	-5	1	2	-7	0.1	1	2
Cc1ccc(C)c(S(=O)(=O)N2CCCC2CNC(=O)C(=O)NCc2cccs2)c1 (stereo not drawn)	2	-11	5	0	3	-4	0.2	1	2
Cc1cc(NC(=O)c2ccco2)c(=O)n(Cc2cccc(C(F)(F)F)c2)c1	9	5	0	-2	4	0	1.7	-1	2
COc1ccc(-n2c(Cc3cccn3C)nnc2SCC(=O)Nc2nc(C)cs2)cc1	-3	-6	-9	-4	-1	-2	-4.1	0	0
CC(=O)Nc1ccc(OCc2ccc(S(=O)(=O)Cc3ccccc3)cc2)cc1	-3	2	9	-4	0	2	2.4	-4	-4
COC(=O)Cc1ccc(OC(=O)C2CCN(S(=O)(=O)c3ccc(OC)c(OC)c3)CC2)cc1	-3	.	0	.	-4	-5	.	.	7
CC(O)CNc1nc2ccccc2n1CC(=O)N1CCN(Cc2ccccc2)CC1 (stereo not drawn)	1	-3	2	0	-3	-7	0.0	1	0
Cc1csc2c(N(C)CCO)ncnc12	-6	-8	5	-1	1	-1	2.2	4	1
N#C/C(=C/c1cccc(O)c1)C(=O)NCc1ccc(Cl)cc1	-4	-1	2	-3	-2	0	1.0	-2	2
Fc1ccc(NC(=S)Nc2cc(-c3ccccc3)[nH]n2)cc1Cl	-5	-27	1	1	-6	3	0.9	-8	-17
CCOC(=O)N1CCC(NC(=O)C2CCCN2C(=O)OCc2ccccc2)CC1 (stereo not drawn)	-1	8	-1	-1	-3	3	-3.1	0	-5
CCOC(=O)c1cc(-c2ccc(/C=C3/C(=O)NC(=O)C(C#N)=C3C)o2)ccc1Cl	85*	18	42*	15	121*	-18	-5.9	5	1
O=C(CSc1nc2ccccc2[nH]1)N1CCN(c2ccccc2)CC1	0	8	10	-3	1	4	0.1	-1	-6
CC1=C(C(=O)OCC2CCCO2)C(c2ccncc2)C2=C(CCCC2=O)N1 (stereo not drawn)	2	0	3	-1	-1	-2	0.8	-3	-1
CC1CCN(C(=S)c2cccc([N+](=O)[O-])c2)CC1	6	4	-5	-7	-4	-4	-1.0	0	-1
COc1ccc(OC)c(-c2nn(-c3ccccc3)cc2C(=O)NCC(c2ccco2)N2CCCC2)c1 (stereo not drawn)	4	.	0	.	4	0	.	.	2
Cc1ccc(-c2noc(N=O)c2NO)cc1	2	19	-1	1	-1	-2	-3.9	-3	-14
COc1ccc2oc(=O)c(C(=O)NCC3CCCO3)cc2c1 (stereo not drawn)	3	4	4	-3	0	-4	-0.8	-3	-8
COc1cccc2sc(NC(=O)c3ccc(Br)s3)nc12	-1	-23	-1	-3	-1	-2	-4.2	-17	-13

Additional entries follow.
SMILES	BCLXL inh	GSTO1 counter	GLD-1 TGE inh	TPT1 inhibitor	MCL1-BIM inh	PAD4 FP inh	MEX-5 binding	Fam108B inh	PME-1 primary
COc1ccccc1CNS(=O)(=O)c1c(C)nc2sccn2c1=O	-1	-7	-4	1	-6	-1	-0.1	-2	-1
COc1cccc(C(=O)CSc2nnc(-c3ccco3)n2CC2CCCO2)c1 (stereo not drawn)	3	10	3	-1	-2	1	1.5	5	-1
COC(=O)CCC(=O)NC1CC(C)(C)Cc2c1cnn2-c1ccc(F)cc1 (stereo not drawn)	-3	5	11	1	-4	1	-0.6	-2	-2
N#CC1(NC(=O)COC(=O)c2cc(O)c3ccccc3c2O)CCCCC1	31*	61*	10	-2	40*	3	-5.0	9	13
Cc1c(C(=O)N(C)c2ccccc2Cl)cnn1-c1ccccc1	3	0	-6	1	0	-1	0.6	2	3
CN(C)c1ccc(C2Nc3ccccc3C(=O)N2CCN2CCNC2=O)cc1 (stereo not drawn)	8	3	1	-2	-6	1	-1.0	4	3
CC(C)C1=CC(=NS(=O)(=O)c2cccc([N+](=O)[O-])c2)C=C(C(C)C)C1=O	4	8	5	1	4	-1	0.4	3	-2
CCCCNc1c(C(=O)OCC)c(=O)[nH]c2ccccc12	-3	-8	2	-1	9	-3	0.2	12	-3
CCCc1c(C(=O)N/N=C/c2cccnc2)nnn1-c1nonc1N	6	-2	0	-1	6	-1	1.3	2	6
Cc1ccc(CNC(=O)COC(=O)[C@@H]2CC(O)CN2S(=O)(=O)c2ccc3c(c2)OCCO3)cc1 (stereo partly drawn)	-2	4	2	1	-7	1	0.2	0	7
COc1ccc2nc(NC(=O)c3cccc(-c4cc5ccccc5oc4=O)c3)sc2c1	-9	4	6	2	-14	-8	-2.2	-15	-22
CC(Sc1n[nH]c(N)n1)C(=O)Nc1cccc2ccccc12 (stereo not drawn)	4	.	0	.	4	-1	.	.	-1
COCCCNC(=O)CNC(=O)c1nn(-c2ccc(OC)cc2)c(=O)c2ccccc12	0	0	0	-1	-3	0	-0.5	-1	6
O=C(O)c1c2c(nc3ccc(Cl)cc13)CCC2	12	13	3	3	17	0	-2.0	1	1
Cc1ccc(-c2ccc(/C=N/n3cnnc3)o2)cc1Cl	-1	-10	-9	62*	-3	-3	-1.9	-3	-6
Clc1ccc(-c2cc(CN3CCCCC3)no2)cc1Cl	2	-3	0	-2	6	-1	2.4	-10	7
COc1cc(C2C(C#N)=C(C)NC3=C2C(=O)c2ccccc23)cc(OC)c1OC (stereo not drawn)	2	5	0	-5	4	2	.	-1	4
CN1CCN(S(=O)(=O)c2cccc(C(=O)Oc3ccc(C(C)(C)C)cc3)c2)CC1	-5	7	0	-1	-1	-2	1.3	0	-1
COc1ccc(OC)c(S(=O)(=O)N2CCN(C(=O)CCc3ccccc3)CC2)c1	1	-1	1	3	6	3	3.0	1	0
CCCCCCC#Cc1cncc(C(=O)NNC(=O)Nc2cc(Cl)cc(Cl)c2)c1	5	-17	9	-2	3	6	0.4	-9	-13
O=C(Nc1ccc([N+](=O)[O-])cc1)Nc1ccc(OC(F)F)c(Cl)c1	7	-143	-1	-2	5	-37	.	-144	-306
CCN(CC(=O)Nc1c(F)cccc1F)C(=O)C1CCN(C(=O)Nc2ccccc2)CC1	-10	.	2	.	-16	-2	.	.	-4
Cc1cccc(OCC(=O)Nc2ccc3c(C)cc(=O)oc3c2)c1	2	1	4	-2	2	2	-4.1	-6	-9
CC(O)CNc1nc2c(c(=O)n(C)c(=O)n2C)n1Cc1cccc(Br)c1 (stereo not drawn)	1	8	-2	1	11	-7	0.6	-3	-6
CC1CCCCN1S(=O)(=O)c1ccc(C(=O)Nc2nnc(-c3ccncc3)o2)cc1 (stereo not drawn)	1	3	4	0	-2	4	0.6	1	-1

Further entries
SMILES	BCLXL inh	GSTO1 counter	GLD-1 TGE inh	TPT1 inhibitor	MCL1-BIM inh	PAD4 FP inh	MEX-5 binding	Fam108B inh	PME-1 primary
O=C(NC(=S)NNS(=O)(=O)c1ccccc1)c1cccnc1	6	-12	6	-1	5	5	?	2	-2
CCOC(=O)N1CCC(Nc2c(-c3ccc(C)cc3)c(=O)c2=O)CC1	5	-2	0	3	3	-3	-2.8	0	0
Cc1ncsc1CCOC(=O)C12CC3CC(CC(C3)C1)C2	2	-1	10	1	0	-2	-1.9	-1	-2
O=C(NCc1ccco1)c1ccc(COCC(F)(F)F)cc1	5	-2	-6	0	3	-6	1.9	-5	-4
Cc1ccc(S(=O)(=O)N2CCCN(S(=O)(=O)c3ccc(C)cc3)CC2)cc1	6	0	4	-3	3	1	-1.3	2	17
CCn1c(=O)cc(OCC(=O)Nc2ccccc2C#N)c2ccccc21	5	-3	-5	-5	1	-2	-2.1	1	5
CCOc1ccc(CN2CCNC(=O)C2CC(=O)NCCc2ccccn2)cc1 (stereo not drawn)	14	-1	12	-10	8	-8	-3.5	-2	-5
O=C(O)c1ccccc1-c1ccccc1C(=O)Nc1ccc2c(c1)CCC2	3	6	7	0	0	-3	1.6	-2	6
CCOC(=O)N1CCN(S(=O)(=O)c2c(C)[nH]c(=O)[nH]c2=O)CC1	2	12	3	-1	7	2	-1.7	-1	-4
CN(C)c1ccc(P(=O)(Nc2ccccc2)N2CCOCC2)c(NC(=O)c2cccs2)c1 (stereo not drawn)	8	0	1	1	7	-3	1.9	3	6
Nc1nnnn1/N=C/c1ccc(N2CCCCC2)c([N+](=O)[O-])c1	2	-6	-5	4	-3	2	-2.2	3	7
CCn1cnc2sc(C(=O)N3CCN(c4ccc(OC)cc4)CC3)c(C)c2c1=O	7	4	3	0	3	0	-1.5	4	-3
CC(=O)/C=C(/C)NC(Cc1c[nH]c2ccccc12)C(=O)O (stereo not drawn)	9&11	3&-10	2&0	-4&1	8&8	1&-1	1.0&1.6	3&9	-1&-1
Cc1cccc(NC(=O)CN2CCN(C(=O)c3ccc(OCc4cn5ccccc5n4)cc3)CC2)c1C	4	.	9	.	8	-3	.	.	3
COc1ccc(NC(=O)c2ccc(CNS(=O)(=O)c3cccc(OC)c3)cc2)cc1	1	3	6	1	1	-3	3.4	0	3
CS(=O)(=O)N(CC(=O)NCCSc1ccc(Cl)cc1)c1ccc2c(c1)OCO2	-4	9	3	2	2	3	-1.8	7	-8
CCOC(=O)c1c(-c2ccc(F)cc2)csc1NC(=O)CCN1C(=O)c2ccccc2C1=O	1	2	2	-2	3	2	-0.8	-5	-4
COc1ccc(OC)c(N2C(=O)CC(Cc3ccc(Cl)cc3)C2=O)c1 (stereo not drawn)	8	0	0	-6	1	-6	-1.1	0	6
Cn1nc(C(=O)NCc2ccccn2)c2ccccc2c1=O	6	-3	4	-1	0	0	-1.0	-2	-2
CC(Sc1nncs1)C(=O)Nc1ccc(Cl)cn1 (stereo not drawn)	0	2	2	0	2	-8	0.3	2	-7
COc1cccc(NC(=O)C(=O)c2cn(CC(=O)N3CCOCC3)c3ccccc23)c1	6	-5	10	-1	3	-1	-28*	0	-9
COc1ccccc1N(CN1CCCC1=O)C(=O)c1c(F)cccc1F	3	7	-2	-4	3	-2	0.0	-6	-4
O=[N+]([O-])c1cccc(Cl)c1N1CCOCC1	6	0	-3	-1	1	0	0.0	2	-3
O=C(N/N=C/c1ccc(N2CCOCC2)cc1)c1cccs1	-10	6	-9	10	-2	-5	-0.1	1	-5
CCCCC(CC)CNC(=O)c1ccc2c(c1)OCO2 (stereo not drawn)	6	6	-1	-3	0	-1	1.0	-8	0
CC(=O)N(C)c1ccc(NC(=O)c2ccc([N+](=O)[O-])cc2Cl)cc1	7	-2	5	2	-10	3	.	0	2

Source: PubChem BioAssay (several laboratories)

Some of the compounds tested; count on the stated rates, not on these rows.
